Screening data as filed in PubChem BioAssay.
GSIS activator – GLuc luminescence reporter in INS-1E cells, primary screen for activators of glucose-dependent secretion of insulin | activation, % at 16.6 µM | INS-1E GLuc reporter insulin secretion, 2-3 h | AID 743287 | actives 0.61% (n = 370,000);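 active = lowest replicate activation of at least 40%, so every replicate reaches that level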;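 note: 0% = median of neutral control wells and 100% = median of IBMX positive control wells; some compounds called inactive have numbers as strong as hits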
RAD54 branch – blocks human RAD54 Holliday junction branch migration; Q92698; actives 0.14% (n = 360,000); FAM/BHQ fluorescence; inhibition, % at 10.4 µM;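 active = mean normalized replicate activity at least 40 and at least half of replicates scoring 40 or more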;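 note: 0% = median of neutral control wells and 100% = median of positive control wells; inhibitors cause a drop in the FAM fluorescence signal; in these data hits start at about 50%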
Target sequence (Q92698 whole entry, looked up): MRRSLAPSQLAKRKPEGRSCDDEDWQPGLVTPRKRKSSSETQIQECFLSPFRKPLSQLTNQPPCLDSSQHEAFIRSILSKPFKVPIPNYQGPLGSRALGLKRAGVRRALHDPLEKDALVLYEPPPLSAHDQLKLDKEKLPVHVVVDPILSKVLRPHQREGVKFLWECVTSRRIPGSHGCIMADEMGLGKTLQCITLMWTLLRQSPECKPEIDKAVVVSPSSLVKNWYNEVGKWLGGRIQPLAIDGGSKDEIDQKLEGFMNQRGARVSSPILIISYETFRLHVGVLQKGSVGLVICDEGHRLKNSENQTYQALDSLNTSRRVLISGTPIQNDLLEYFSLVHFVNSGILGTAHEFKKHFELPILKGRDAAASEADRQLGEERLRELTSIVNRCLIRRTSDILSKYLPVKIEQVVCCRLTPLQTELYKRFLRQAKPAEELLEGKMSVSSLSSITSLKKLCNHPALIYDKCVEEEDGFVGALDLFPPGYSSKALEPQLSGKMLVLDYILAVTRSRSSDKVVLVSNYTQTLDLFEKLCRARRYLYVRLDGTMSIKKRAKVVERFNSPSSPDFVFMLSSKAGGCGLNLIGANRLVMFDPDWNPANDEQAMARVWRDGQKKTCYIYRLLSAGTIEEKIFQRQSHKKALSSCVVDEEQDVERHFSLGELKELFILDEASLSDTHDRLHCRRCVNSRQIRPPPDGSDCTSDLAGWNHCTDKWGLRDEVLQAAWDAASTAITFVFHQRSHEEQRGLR
ERAP1 HTS inh – blocks human ERAP1 aminopeptidase activity; Q9NZ08; recombinant ERAP1, Leu-AMC fluorescence, 60 min; inhibition, % at 10.7 µM; actives 0.15% (n = 340,000);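 active = mean replicate inhibition of at least 30%, or all replicates individually reaching that 30% level; inactive = mean below 30% and not every replicate reaching it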;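 note: 0% = neutral control wells and 100% = L-leucinethiol positive control wells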
F508del corr – correctors of CFTR F508del function in bronchial epithelial cells | AID 720511 | CFBE cells, YFP halide quenching; stimulated with forskolin plus potentiator P3; % fluorescence drop versus neutral controls | activity (quench increase), % at 7.58 µM | actives 0.36% (n = 350,000);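 active = mean added fluorescence quench of at least 8% versus neutral control, with both replicates also reaching 8%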;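 note: cells transiently co-express mutant CFTR-F508del with the halide-sensitive YFP; corrector assay measuring rescue of mutant channel to the surface after 24 h compound exposure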
Xi reactivation – X-chromosome reactivation activator; XiGFP mouse fibroblasts, % GFP-positive cells imaging, 3 d; cells co-treated with 5-aza-dC sensitizer; scaled so ellipticine positive control = 100%; activation, % at 7.58 µM; actives 0.055% (n = 360,000); AID 743238;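 active = mean normalized replicate activation at least 10% and every replicate at or above 10%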;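 note: 0% = median of on-plate neutral control wells and 100% = ellipticine 6 µM median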
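Schedule: 3 d treatment, 15 min room-temperature fixation; system: 68-5-11 XiGFP fibroblast line; buffer or medium: DMEM plus 5-aza-dC sensitizer; control set: ellipticine 6 µM positive control; compound: one concentration, pinned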
esBAF inh – SWI/SNF esBAF complex inhibition; reporter increase, % at 12.5 µM; AID 602393; actives 2% (n = 350,000); mouse ES cells, Bmi1-luciferase knock-in reporter, 24 h; 100% = twice the neutral-well signal; in the data active = activation above about 40%;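 note: 0% = median of the plate's neutral control wells and 100% = double that signal; a rise in the Bmi1 reporter signal indicates esBAF inhibition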
RAD52 anneal inh – inhibitors of human RAD52 DNA annealing; recombinant RAD52 DNA annealing, FRET fluorescence; actives 0.46% (n = 360,000); inhibition, % at 18.7 µM; AID 651710; P43351;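 active = every replicate showing at least 50% inhibition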
ARNT-TACC3 inh – ARNT/TACC3 interaction disruption | AlphaScreen His-ARNT PAS-B/GST-TACC3 binding, luminescence; TACC3 fragment carries E629A point mutation | actives 0.66% (n = 390,000) | inhibition, % at 9.99 µM | AID 623870 | Q9Y6A5;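 active = mean inhibition of replicates at least 50% and at least half of replicates each reaching 50%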;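 note: 0% = complete ARNT plus TACC3 wells and 100% = ARNT alone without TACC3; many hits fall short of the cut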
* = called active by the depositor; nt = no result given.

SMILES	GSIS activator	RAD54 branch	ERAP1 HTS inh	F508del corr	Xi reactivation	esBAF inh	RAD52 anneal inh	ARNT-TACC3 inh
CCOc1ccc(CCNC(=O)c2ccc3c(=O)n4c(nc3c2)CCCCC4)cc1	6	-6	2	-1.1	0.2	3	-17	1
Nc1nnc(Cc2cccc(Br)c2)s1	11	2	nt	0.4	0.3	nt	-19	-4
CCCC(=O)Nc1ccc2c(c1)C(=O)N(C)C[C@H](OC)[C@H](C)CN(Cc1ccncc1)[C@H](C)CO2	9	nt	nt	1.1	1.0	3	nt	nt
C[C@H]1CN([C@@H](C)CO)S(=O)(=O)c2ccc(C#CC3CCCCC3)cc2O[C@@H]1CN(C)Cc1cccnc1	nt	-1	-1	2.7	nt	2	22	15
Cc1nc(Nc2ccc(Cl)cc2)c2oc3ccccc3c2n1	11	nt	-2	1.5	0.1	-10	-7	1
O=C(CC1CC1)N1CC(=O)N2[C@H](CO)[C@@H](c3ccc(/C=C/c4ccccc4)cc3)[C@H]2C1	-3	nt	2	-0.1	0.0	nt	-13	nt
Cc1ccc(N(C(=O)CNC(=O)c2ccco2)C(C(=O)NC2CCCC2)c2cccnc2)cc1F (stereo not given)	0	-13	-2	1.1	-0.1	-6	-5	-8
Cc1ccccc1C(=NCCCN(C)C)c1ccccc1C	14	2	3	nt	0.0	-1	3	1
CCc1sc(C(=O)Nc2ccc3c(c2)OCCO3)cc1Br	-13	0	2	-0.1	0.0	51*	-12	25
O=C(C[C@H]1C[C@H]2c3cc(NC(=O)C4CCC4)ccc3O[C@H]2[C@@H](CO)O1)NCCN1CCCCC1	-2	-1	0	3.1	0.0	0	-8	-4
Cc1ccc(C(=O)Nc2ccc(CN3CCS(=O)(=O)CC3)cc2)cc1C	nt	nt	-2	-0.5	0.1	19	-10	3
COc1ccccc1CNC(=O)C[C@@H]1CC[C@@H]2[C@@H](COc3ccc(NC(=O)Nc4ccc(F)c(F)c4)cc3C(=O)N2C)O1	-11	0	nt	0.3	0.3	8	nt	nt
CCOC(=O)N1CCN(S(=O)(=O)c2c(C)nn(C)c2C)CC1	2	11	nt	nt	nt	-7	nt	3
NS(=O)(=O)c1ccc(N/N=C/c2ccc3c(c2)OCO3)c([N+](=O)[O-])c1	6	nt	-3	3.6	0.2	nt	-9	-4
O=C(NCc1ccc(F)cc1)[C@H]1[C@H](CO)[C@H]2Cn3c(cccc3=O)[C@H]2N1C(=O)c1cccnc1	-2	-2	-5	nt	0.1	-4	2	28
O=C(NNC(=O)c1ccccc1F)c1ccc(NS(=O)(=O)c2ccc(F)cc2)cc1	4	0	4	0.3	-0.1	8	-8	-1
CCCC(=O)N=c1sc2c(OC)ccc(OC)c2n1C	11	nt	-1	-1.0	0.0	-9	-2	-4
CCOC(=O)c1nc(SC)n(C)c1C(=O)OCC	54*	-5	-1	2.0	0.0	-4	-7	-1
CN(C(=O)CC1C(=O)NCCN1Cc1cccc(F)c1F)C1CC(C)(C)NC(C)(C)C1 (stereo not given)	15	-13	1	-2.4	0.0	nt	6	-1
CC12CCC3c4ccc(O)cc4CCC3C1CC(O)C2O (stereo not given)	nt	-12	-2	2.2	-0.3	6	-7	4
O=C(Cc1nnc(NC(=O)c2ccccc2)s1)N/N=C/c1cccc(O)c1	-3	3	-1	0.5	-0.1	2	-8	-5
CCCNC(=O)C[C@H]1CC[C@@H]2[C@H](COc3ccc(NC(=O)c4ccc(C(F)(F)F)cc4)cc3C(=O)N2C)O1	-3	-5	1	-1.0	0.2	5	15	-6
COc1ccc(C(=O)NCCc2c[nH]c3ccccc23)cc1S(=O)(=O)N1CCCCC1C (stereo not given)	-8	6	0	-1.8	-0.1	1	-11	-1
O=C(NCCc1cccc(Cl)c1)c1cccc(-n2cnnn2)c1	9	3	3	-1.7	0.4	21	-2	1
C[C@@H](NC(=O)C[C@@H]1C[C@H]2c3cc(NC(=O)C4CCOCC4)ccc3O[C@H]2[C@H](CO)O1)c1ccccc1	1	-2	-4	0.7	0.2	2	4	-6
(next part)
SMILES	GSIS activator	RAD54 branch	ERAP1 HTS inh	F508del corr	Xi reactivation	esBAF inh	RAD52 anneal inh	ARNT-TACC3 inh
Cc1ncc([N+](=O)[O-])n1CCOC(=O)NC(NCc1cccnc1)C(Cl)(Cl)Cl (stereo not given)	6	nt	-1	-1.1	0.1	nt	-5	nt
O=C(C[C@@H]1CC[C@H](NC(=O)Nc2cc(F)ccc2F)[C@@H](CO)O1)NCc1ccc2c(c1)OCO2	-12	-9	-2	-0.6	0.0	-3	13	0
CCCN1[C@@H]2c3ccc(-c4ccccc4F)c(=O)n3C[C@@H]2[C@@H](CO)[C@@H]1C(=O)NCC	4	-5	0	1.8	-0.1	6	-10	-2
CCOc1ccccc1C(=O)NCC(=O)NNC(=O)CN(C)S(=O)(=O)c1ccc(Cl)cc1	24	5	-3	-2.3	-0.1	nt	-4	-13
COc1cc(-c2nc3ccc(C)cn3c2Nc2ccc3c(c2)OCCO3)ccc1O	nt	2	0	1.4	0.0	-6	-2	2
Fc1ccc(C2CCCCN2Cc2nc(CC3CC3)no2)cc1 (stereo not given)	-4	nt	0	3.6	0.5	nt	-17	-6
Cc1cc(N2CCN(C3CCCCC3)CC2)nc2cccc(O)c12	nt	10	-2	-2.9	0.0	-11	7	2
O=C(Nc1ccc(Cl)cc1)c1cccs1	-5	-3	nt	nt	nt	52*	nt	-6
C[C@@H]1CN([C@H](C)CO)C(=O)c2cc(NS(=O)(=O)c3ccc(Cl)cc3)ccc2O[C@@H](C)CCCCO[C@@H]1CN(C)S(=O)(=O)c1cccs1	4	-2	-1	-1.6	-0.1	2	-75	9
COc1ccc(F)cc1-c1cc(NC(C)=O)c2ncc(-c3cccc(C(F)(F)F)c3)n2c1	nt	-2	-3	-0.7	-0.1	-7	-20	nt
CSc1nnc(CNS(=O)(=O)c2ccc(Cl)cc2)n1C	-1	nt	0	nt	0.1	nt	-5	2
C[C@@H]1CN([C@@H](C)CO)C(=O)Cc2cc(NC(=O)Nc3ccccc3)ccc2O[C@@H]1CN(C)CC1CCCCC1	-27	2	2	0.9	2.9	4	-10	0
Cc1noc(C)c1NC(=O)NCC[C@H]1CC[C@@H](NC(=O)c2ccccc2)[C@@H](CO)O1	7	-6	-1	-0.6	-0.2	0	3	-7
O=C(Cc1ccncc1)NCC[C@@H]1CC[C@H](NS(=O)(=O)c2ccccc2Cl)[C@H](CO)O1	-4	-7	2	-0.2	0.0	4	-15	3
Cc1nc2ccc(S(=O)(=O)NC(C(=O)Nc3nc4ccc(Cl)cc4s3)C(C)C)cc2s1 (stereo not given)	-3	0	nt	-1.0	0.0	-3	-9	-7
Cc1cc(N2CCCC2)c(F)cc1/C=C\[N+](=O)[O-]	5	nt	nt	28*	0.1	nt	-21	2
Cc1ccc(C2=NNC3(CCOC(C)(C)C3)S2)cc1 (stereo not given)	0	nt	2	0.2	0.6	nt	-86	nt
O=C(COC(=O)c1cccc(S(=O)(=O)NCc2ccccc2)c1)NC1CC1	-9	-4	1	6.0	0.5	-3	-2	5
NC(=O)COc1ccc(NS(=O)(=O)Cc2ccccc2)cc1	6	-11	-1	-0.3	0.1	2	-12	-4
COc1ccc2ccn(S(=O)(=O)c3ccccc3)c2c1	1	5	-3	0.4	0.0	2	13	2
CCC(C(=O)NC1CCCC1)N(C(=O)c1snc(C(N)=O)c1N)c1ccc(OC)cc1 (stereo not given)	-2	5	0	-0.6	0.3	-2	-9	-2
CCc1cc(C(=O)Nc2cc(S(=O)(=O)N(C)C)ccc2C)sc1C	-17	nt	0	1.5	0.0	-3	-6	-2
COc1ccc(Cn2ccnc2SCC(=O)Nc2ccccc2OC)cc1	16	-5	4	1.7	0.0	3	-17	26
CCCCn1c(N)c(N(CC(C)C)C(=O)C2CCCN(C(=O)c3ccc(Cl)cc3)C2)c(=O)[nH]c1=O (stereo not given)	-8	8	-1	2.6	0.7	4	-13	4
C=COCCNC(=S)Nc1cccc(Cl)c1	8	nt	0	0.1	0.0	nt	-18	2
(continued)
SMILES	GSIS activator	RAD54 branch	ERAP1 HTS inh	F508del corr	Xi reactivation	esBAF inh	RAD52 anneal inh	ARNT-TACC3 inh
Cc1ccc(S(=O)(=O)NCCCN2CCOCC2)c(C)c1	5	-7	nt	nt	nt	-8	nt	-4
CCCC(=O)N1CCC2(CC1)CN(Cc1nccs1)[C@@H](CO)c1[nH]c3cc(OC)ccc3c12	-2	nt	nt	-1.1	0.2	nt	-32	nt
CCOCCCNC(=S)N1CCN(CC)CC1	2	nt	-2	-3.3	0.0	nt	-5	nt
COc1ccc(S(=O)(=O)N2CCCC(C(=O)NC3CC3)C2)cc1OC (stereo not given)	-3	nt	-1	-3.8	0.1	nt	-5	-1
O=C(Oc1c(-c2ccccc2)c(=O)n2c3c(cccc13)CC2)c1ccco1	3	6	1	1.3	0.0	nt	-9	6
O=C(NC(=S)Nc1ccc(S(=O)(=O)Nc2ccccc2)cc1)C1CC1	2	nt	-2	-1.2	0.0	nt	1	8
COc1ccc(NC(=O)N(C)C[C@@H]2Oc3ccc(NC(=O)CCN4CCOCC4)cc3C(=O)N([C@H](C)CO)C[C@H]2C)cc1	1	-6	-1	-1.8	0.2	6	-1	5
C[C@@H]1CN([C@H](C)CO)C(=O)c2cccc(NC(=O)Nc3ccc4c(c3)OCO4)c2O[C@@H]1CN(C)S(=O)(=O)c1ccccc1	21	2	1	0.9	-0.6	9	-2	2
O=c1c2cc(NC(=S)NC3CCCCC3)ccc2nc2n1CCCCC2	-27	nt	3	2.2	0.0	nt	3	8
O=C(c1cc2ccccc2c(=O)o1)N1CCCCCC1	11	nt	0	nt	0.0	nt	-16	-15
C[C@@H]1CN([C@@H](C)CO)C(=O)c2cccc(NC(=O)Nc3ccccc3)c2O[C@H]1CN(C)S(C)(=O)=O	-4	-19	1	0.9	0.0	2	6	-2
Cc1cccc(N2CCN(C(=S)c3ccccc3)CC2)c1	0	-10	-1	1.6	0.0	1	-2	3
C[C@H](CO)N1C[C@H](C)[C@H](CN(C)Cc2ccc3c(c2)OCO3)Oc2c(cccc2N(C)C)C1=O	9	9	3	1.4	-0.1	-5	-19	nt
CO[C@H]1CC[C@H]2CCN(C)C(=O)[C@@H](C)N(C)C(=O)c3cc(C#N)ccc3OC[C@H]1O2	-7	6	-1	nt	0.0	-1	3	0
Oc1ccc(C2=NNC(=NCc3ccc4c(c3)OCO4)SC2)c(O)c1	35	-6	nt	nt	0.0	nt	nt	9
Cc1ccc(-c2ccc(CN3C(C)C(=O)N(Cc4cn(CC5CCCCC5)nn4)CCS3(=O)=O)cc2)cc1 (stereo not given)	nt	-1	0	3.8	0.1	3	-12	nt
Cc1ccc(C)c(N(CC(=O)NCc2ccccc2)C(=O)c2csnn2)c1	-6	-1	3	-0.1	0.0	-2	-5	-17
Cc1ccc(C)c(S(=O)(=O)N2CCN(C(=O)CCNS(=O)(=O)c3ccc(C)c(C)c3)CC2)c1	-38	-3	-1	2.0	0.0	6	-11	-18
O=C(Nc1cccc(C(F)(F)F)c1)c1ccc(N2CCNCC2)c([N+](=O)[O-])c1	2	nt	6	2.1	0.0	nt	17	7
CC1CCN(C(=O)c2ccc(NC3=C(Cl)C(=O)N(Cc4ccccc4)C3=O)cc2)CC1	-53	2	-1	-0.6	-0.1	-7	-22	-2

3 entries out of the list above, sorted by the value under ERAP1 HTS inh, high to low:
molecule	GSIS activator	ERAP1 HTS inh	F508del corr	esBAF inh	RAD52 anneal inh	ARNT-TACC3 inh
Cc1ccc(C)c(N(CC(=O)NCc2ccccc2)C(=O)c2csnn2)c1	-6	3	-0.1	-2	-5	-17
O=C(c1cc2ccccc2c(=O)o1)N1CCCCCC1	11	0	nt	nt	-16	-15
Cc1ccc(C)c(S(=O)(=O)N2CCN(C(=O)CCNS(=O)(=O)c3ccc(C)c(C)c3)CC2)c1	-38	-1	2.0	6	-11	-18

Compounds as they come; about 3.3% have a hit in one of these screens.
